Screening results from PubChem BioAssay.
PG9 Ab binder – binders of HIV-1 gp120 antibody PG9, primary screen, biochemical, TR-FRET. HIV-1 gp120 / PG9 antibody interaction. TR-FRET gp120-PG9 antibody binding. AID 624416, 2012. inhibition, % at 6.7 µM. actives 0.43% (n = 360,000); in the data active means inhibition above about 8.5%
hgDAF12 agonist – H. glycines DAF-12 receptor agonists, primary screen, cell-based, luminescence, HEK293, GAL4 fusion, UAS-luciferase; HEK293 GAL4-hgDAF12 UAS-luciferase reporter, agonist luminescence; normalized to butyrate control; activation, % at 6.8 µM; actives 1.8% (n = 370,000);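 active means activation above a cutoff set at the mean of all screened compounds plus 3 SD, cut at about 10% in these data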;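 further: 0% = DMSO wells and 100% = sodium butyrate wells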
hcDAF12 agonist – H. contortus DAF-12 nuclear receptor activators, primary screen, cell-based, luminescence, HEK293, lit1-tk-luc reporter; HEK293 hcDAF-12 lit1-tk-luc reporter; 0% DMSO, 100% Δ7-dafachronic acid; activation, % at 6.8 µM; actives 1.4% (n = 370,000);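 active means activation above the mean of all tested compounds plus 3 SD, cut at about 5.5% in these data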;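 further: 100% = response to 3 µM Δ7-dafachronic acid high control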
DAX1 inh-1 – DAX1 (NR0B1) inhibitors, primary screen, cell-based, HEK293, Gal4-DAX1, luciferase luminescence | actives 0.99% (n = 340,000) | AID 504766, 2011 | Nuclear receptor subfamily 0 group B member 1 (Homo sapiens), P51843 | inhibition, % at 6.75 µM | HEK293 Gal4-DAX1 luciferase reporter;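 active means inhibition above the mean over all tested compounds plus 3 SD, cut at about 4.2% in these data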;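 further: 0% = DAX1-transfected cells with DMSO and 100% = empty-vector control cells with DMSO; inhibition shows as a rise in luminescence from relieved DAX1 repression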
Target sequence (P51843 207-470 limits assumed): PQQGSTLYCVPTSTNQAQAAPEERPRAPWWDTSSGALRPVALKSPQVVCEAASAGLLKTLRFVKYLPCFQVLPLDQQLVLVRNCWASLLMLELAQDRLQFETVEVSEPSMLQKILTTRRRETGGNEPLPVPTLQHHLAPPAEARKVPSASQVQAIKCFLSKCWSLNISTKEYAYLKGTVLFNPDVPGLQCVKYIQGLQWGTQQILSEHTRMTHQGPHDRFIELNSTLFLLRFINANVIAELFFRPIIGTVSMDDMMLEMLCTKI
ADAM10 inh – human ADAM10 inhibitors, primary screen, biochemical, QFRET, HTS; recombinant ADAM10, EDANS/DABCYL FRET peptide cleavage, 3 h; inhibition, % at 7 µM; actives 0.62% (n = 370,000); AID 720582, 2013;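 active means inhibition above a per-campaign cutoff equal to the mean of compounds falling between control-based bounds plus 3 SD, cut at about 20% in these data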;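 further: 0% = DMSO wells while the 100% control is not disclosed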
ssDAF12 agonist – S. stercoralis DAF-12 nuclear receptor activators, primary screen, cell-based, luminescence, HEK293, GRIP1 co-expression, lit1-tk-luc; actives 1% (n = 370,000); HEK293 ssDAF-12/GRIP1 lit1-tk-luc reporter; % of 3 µM dafachronic acid response; activation, % at 6.8 µM;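 active means activation above the mean over all tested compounds plus 3 SD, cut at about 0.9% in these data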;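 further: 0% = DMSO-only wells and 100% = 3 µM delta7-dafachronic acid wells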
SMARCA2 act – SMARCA2 (BRM) function activators, primary screen, cell-based, luminescence, high throughput; AID 652017, 2013; actives 1% (n = 370,000); activation, % at 9.1 µM; MG213 cells, MMTV-luciferase reporter, dexamethasone, overnight; in the data active means activation above about 7.8%;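 further: 0% = vehicle wells and 100% = reference activator wells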
ADAM17 inh – ADAM17 inhibitors, primary screen, biochemical, QFRET; recombinant ADAM17, EDANS/DABCYL FRET peptide cleavage; actives 0.83% (n = 370,000); inhibition, % at 6.95 µM; AID 720648, 2013;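 active means inhibition above the mean of compounds lying between control limits plus 3 SD, set per campaign, cut at about 8.5% in these data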;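 further: 0% = DMSO-only wells as the low control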
Target sequence (P78536 215-824 limits assumed): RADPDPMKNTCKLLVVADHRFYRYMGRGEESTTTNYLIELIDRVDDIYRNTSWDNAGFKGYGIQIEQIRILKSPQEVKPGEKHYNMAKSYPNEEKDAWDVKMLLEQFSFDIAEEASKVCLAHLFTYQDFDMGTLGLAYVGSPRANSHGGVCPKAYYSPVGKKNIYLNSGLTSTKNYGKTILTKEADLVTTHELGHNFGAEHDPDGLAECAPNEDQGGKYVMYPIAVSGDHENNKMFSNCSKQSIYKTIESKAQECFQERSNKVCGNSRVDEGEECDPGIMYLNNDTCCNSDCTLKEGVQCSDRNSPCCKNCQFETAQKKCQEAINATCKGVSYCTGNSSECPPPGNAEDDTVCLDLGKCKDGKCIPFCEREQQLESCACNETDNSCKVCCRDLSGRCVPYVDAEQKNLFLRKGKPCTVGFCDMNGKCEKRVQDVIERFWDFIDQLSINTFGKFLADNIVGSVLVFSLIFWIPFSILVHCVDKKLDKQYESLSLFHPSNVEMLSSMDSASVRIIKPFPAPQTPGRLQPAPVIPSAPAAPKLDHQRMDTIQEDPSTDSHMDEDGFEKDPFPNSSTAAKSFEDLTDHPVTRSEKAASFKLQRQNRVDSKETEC
DAX1 inh-2 – DAX1 (NR0B1) inhibitors on StAR promoter, primary screen, cell-based, luminescence, SF-1 (NR5A1), full-length DAX-1 | actives 1.1% (n = 370,000) | inhibition, % at 6.8 µM | AID 652010, 2013 | HEK293T StAR-luciferase reporter, SF-1/DAX-1 repression relief;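 active means inhibition above the mean over all tested compounds plus 3 SD, cut at about 3.6% in these data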;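 further: 0% = DAX-1 cells with DMSO and 100% = cells lacking DAX-1 with DMSO; higher inhibition means more luminescence from relief of DAX-1 repression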
NPR1 activator – GC-A stimulated cGMP production enhancers – HEK293 GC-A cells, cGMP TR-FRET, EC30 ANP, primary screen; Atrial natriuretic peptide receptor 1 (Homo sapiens), P16066; 0% at EC30 ANP, 100% saturating ANP; activation, % at 10 µM; actives 0.14% (n = 370,000); in the data active means activation above about 40%
GAA850 FXN act – FXN promoter activators, primary screen, cell-based, luciferase luminescence, HEK293 lucGAA850 | HEK293 lucGAA850 FXN promoter luciferase reporter, 24 h; percent of 10 µM SAHA response | activation, % at 6 µM | actives 0.56% (n = 360,000);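 active means activation above the average of all compounds screened plus 3 SD, cutoff fixed separately per campaign, cut at about 7.5% in these data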;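 further: 0% = DMSO wells and 100% = 10 µM SAHA wells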
The depositor's hits bear a star; . = not tested or not shown.

SMILES	PG9 Ab binder	hgDAF12 agonist	hcDAF12 agonist	DAX1 inh-1	ADAM10 inh	ssDAF12 agonist	SMARCA2 act	ADAM17 inh	DAX1 inh-2	NPR1 activator	GAA850 FXN act
Cc1oc(-c2cccc(F)c2)nc1CN1CCCCC1CCn1cccn1 (stereo not drawn)	-1.0	1.3	-0.4	-1.5	-4	-1.3	-1	-1	0.0	-1	3.9
Cc1ccc(S(=O)(=O)N2CCN(c3cnn(C)c(=O)c3Cl)CC2)cc1	-2.0	-1.2	-0.5	-0.4	6	-1.5	3	3	-0.6	-2	2.1
N=c1sccn1CC(=O)N1N=C(c2ccc(Cl)cc2)CC1c1ccco1 (stereo not drawn)	0.9	0.7	-1.1	3.0	-3	-2.0	1	-4	0.2	-5	-0.7
COC(=O)c1sccc1NC(=O)Nc1cc(C)ccc1C	-0.1	0.1	0.1	-0.4	1	-1.2	0	-2	-0.3	-7	0.9
Cc1ccc(SCC(=O)OCC(=O)N(C)C2CCS(=O)(=O)C2)cc1C (stereo not drawn)	2.6	-3.2	-1.3	0.4	-5	-1.3	-4	-2	-0.5	-2	0.5
CC(=O)c1ccc(NC(=O)[C@@H]2CCCN2C(=O)OC(C)(C)C)cc1	0.9	3.1	3.8	-0.9	-5	-0.4	2	-3	0.3	-1	1.3
COc1cccc(C(=O)Nc2cc3c(cc2Br)OCCCO3)c1	-2.6	13*	3.8	0.4	6	-1.2	11*	-1	2.5	-1	6.0
CC(=O)C1(O)CCC2C3CC(C)C4=CC(=O)C=CC4(C)C3(F)C(O)CC21C (stereo not drawn)	0.2	0.7	-0.3	0.7	-4	-0.9	-3	2	0.3	0	-1.0
C=Cn1c(C(=O)O)cc(CC)c1-c1ccccc1	-0.3	1.1	-0.8	-0.2	-18	-1.1	-4	-4	-0.2	-2	1.6
Cc1ccccc1-c1nnc(SCC(=O)N(C)C2CCS(=O)(=O)C2)n1C (stereo not drawn)	0.8	0.1	-1.1	1.0	-3	-1.0	2	-2	0.2	0	-1.1
CC(=O)C1=CCC(c2cccs2)N(S(=O)(=O)c2ccc(C)cc2)C1 (stereo not drawn)	-1.0	-3.9	-1.9	.	-8	-0.8	-3	-7	-1.3	0	.
CCN(CC)C(=O)C1=C(C)N(CCCN2CCCC2=O)C(=O)C(CC(=O)NC2CCCCC2)C1 (stereo not drawn)	-0.7	2.3	-0.2	0.3	-17	-0.4	0	-7	-0.1	1	0.9
Cc1cccc(NC(=O)CSc2nnc([C@@H]3CCCN3C(=O)OC(C)(C)C)o2)c1C	-2.7	0.6	0.2	-1.3	9	-0.5	-1	2	-2.8	0	-0.3
CCOC(=O)c1c(NC(=O)Cn2ccsc2=N)sc(C)c1C	-1.0	-0.9	-0.6	-0.2	-1	-1.7	2	-2	-0.4	1	3.8
CCOC(=O)N1CCN(C(=O)c2ccc(CN(c3ccc(C)c(C)c3)S(C)(=O)=O)cc2)CC1	-1.5	-3.3	-2.6	-1.1	-8	-0.9	-4	-4	-0.9	2	-2.1
O=C(CN1CCCc2ccccc21)Nc1ccc(F)cc1[N+](=O)[O-]	0.4	0.6	2.5	2.6	-4	-0.6	-2	-4	0.4	-3	2.0
Cc1cc(C)cc(NC(=S)N2CCN(c3ncccn3)CC2)c1	-0.3	-2.4	-1.6	-0.2	35*	-1.4	0	1	-0.5	-1	1.0
O=C(Nc1nc2ccccc2[nH]1)C1CCN(C(=O)c2ccc(F)cc2)CC1	0.1	1.7	0.6	0.9	-20	0.2	-2	-5	-0.1	-1	0.3
O=C(OCCN1C(=O)c2ccccc2C1=O)c1cnccn1	-1.4	0.8	-0.8	0.4	-3	-0.9	0	-1	-0.2	2	6.4
Cc1ccccc1NC(=O)CCS(=O)(=O)c1cccc2nonc12	2.0	1.5	-3.0	2.1	6	-0.9	-1	-5	-0.5	1	0.3
CCn1nnnc1SCC(=O)Nc1ccc2c(c1)OCCO2	-3.4	7.5	4.3	-0.1	3	0.2	4	1	1.7	-3	1.4
O=C1C=C(c2ccc3c(c2)OCO3)CCC1	-1.6	2.6	-0.1	-0.1	-27	-1.0	2	-6	0.0	1	-0.2
COC(=O)c1ccc(NC(=O)CSc2ccc(-c3ccccn3)nn2)cc1	3.5	2.5	2.0	0.6	-7	-0.9	-1	-1	-4.7	1	1.8
Cc1sc2nc(SCC(=O)OC(C)C)n(C)c(=O)c2c1C	-1.2	1.1	-2.5	-0.2	-5	-1.7	0	15*	-0.7	4	-0.1
O=C1CCN(C(=O)c2cccs2)c2ccccc21	-0.6	-0.4	1.9	0.2	3	-0.6	0	-1	0.3	-1	1.8
SMILES	PG9 Ab binder	hgDAF12 agonist	hcDAF12 agonist	DAX1 inh-1	ADAM10 inh	ssDAF12 agonist	SMARCA2 act	ADAM17 inh	DAX1 inh-2	NPR1 activator	GAA850 FXN act
C[C@H](CO)N1C[C@H](C)[C@@H](CN(C)C(=O)Nc2ccc(C(F)(F)F)cc2)Oc2ccc(NC(=O)C3CC3)cc2C1=O	-2.1	1.9	-2.3	-0.5	-4	-0.7	-4	-2	2.5	-4	-4.3
O=C(c1ccc([N+](=O)[O-])s1)N1CCCc2ccccc21	-0.2	-5.0	-3.2	0.2	-3	-1.2	-4	3	-0.9	-8	3.4
Cc1cn([C@H]2C[C@H](O)[C@@H](CCC(=O)NCCc3cccs3)O2)c(=O)[nH]c1=O	1.6	-0.7	0.8	.	-15	-0.8	-1	-4	0.3	4	.
COc1ccc(CC(=O)Nc2ccc(S(=O)(=O)Nc3ncccn3)cc2)cc1	-0.2	0.9	-1.8	0.6	-5	-1.1	1	-2	0.8	-1	1.0
C/C(=N\NC(=O)c1cc(C2CC2)nc2ccccc12)c1ccc(C)s1	1.3	3.0	0.4	0.1	7	-1.4	1	4	-1.7	2	-3.2
Cc1nnc2nc(N)[nH]n2c1=O	0.2	0.7	-1.0	.	-13	-1.4	-6	-7	1.2	4	.
Nc1ccc(C(=O)OCC(=O)NC2CC2)cc1[N+](=O)[O-]	-0.5	0.6	-0.8	3.8	-2	-1.4	-1	-5	-0.2	4	-3.9
CC(C)c1ccccc1NC(=S)NCCCn1ccnc1	3.2	2.1	-1.4	0.8	-5	-1.6	-2	-7	-0.5	5	0.4
CSc1nc2ccccc2n1CC(=O)N1CCCCC1	2.1	2.2	-2.1	0.6	-4	-0.9	0	-3	-0.2	4	-0.8
CC(=O)N(C)c1nnc(-c2cnccn2)s1	0.9	0.8	-0.3	-0.6	-36	-0.6	1	-12	0.6	0	-2.0
Cc1cccc(-c2nnc(SCCC(=O)N3CCOCC3)o2)c1	-1.2	-1.2	-1.9	-0.8	-4	-1.6	-8	-2	-0.1	-3	-1.7
COC(=O)CCCN1C(=O)NC(c2ccc(-c3ccccc3)cc2)C(C(=O)OCc2ccccc2)=C1C (stereo not drawn)	-1.4	-2.2	-1.0	0.8	-12	-0.9	-5	-6	1.9	-1	-0.2
COc1cccc(C(O)c2nc(/C=C/c3ccccc3)cs2)c1 (stereo not drawn)	0.0	-1.5	0.1	.	10	-0.2	-3	5	-0.6	6	1.0
CCOC(=O)c1sc2nc(C)n(N)c(=O)c2c1C	-3.2	5.5	0.2	-0.6	2	-1.1	2	-3	0.2	-1	0.8
O=C(COC(=O)Cn1cnc2ccccc2c1=O)NCC12CC3CC(CC(C3)C1)C2	0.7	3.8	1.2	-0.5	-7	-1.3	-3	-2	0.1	3	4.9
O=C(CSc1nc(=O)n2ccccc2n1)N1CCCc2ccccc21	0.6	7.3	-0.2	-0.2	-3	-0.7	2	-2	0.3	2	1.3
Cc1ccc(CC(=O)NNC(=O)c2ccncc2)cc1C	-1.6	-1.5	-0.8	0.9	-7	-1.4	-3	-4	1.0	3	1.9
CC(=O)N1CCc2cc(S(=O)(=O)NCCC(=O)NCCc3ccc(Cl)cc3)ccc21	-0.9	-4.8	-4.8	-1.4	-4	-1.3	-2	-1	-1.0	-1	1.7
Cc1ccc(-c2nnc(Nc3ccc(OCC(N)=O)cc3)c3ccccc23)cc1S(N)(=O)=O	-1.9	-0.2	-0.4	-1.6	1	-1.3	-3	-1	0.1	7	1.4
CC(C)NC(=O)CN1CCN(Cc2nc(C(c3ccccc3)c3ccccc3)no2)CC1	-2.8	-1.3	0.6	-0.5	3	-1.6	-2	-3	0.4	2	-1.3
COc1cc(Cl)ccc1NC(=S)N(CCCN1CCOCC1)Cc1cn(C)c2ccccc12	0.6	-2.2	0.2	1.6	0	-1.9	-4	1	-0.2	-19	-5.4
CCc1ccc([C@@H]2C[C@H]3[C@@H](CN2S(=O)(=O)c2ccc(C)cc2)C(=O)C[C@@H](c2ccccc2F)N3S(=O)(=O)c2ccc(C)cc2)cc1	-1.1	0.2	-1.1	0.0	6	-0.8	-1	3	-1.5	3	0.4
O=C(Nc1ccc(O)c(C(=O)O)c1)Oc1ccccc1	1.1	3.6	1.2	-0.5	-182	-0.7	-1	-77	0.1	4	1.6
Cc1ccc(N=Cc2c(O)cc(C)oc2=O)c(C)c1	-0.6	0.0	-0.9	0.7	-5	-1.3	1	-1	-0.3	-3	1.2
CC(=O)Nc1nonc1NC(=O)CSc1nc2ccccc2o1	-1.0	-0.3	-1.0	1.6	-8	-1.3	-2	1	-0.1	0	-3.1
COc1cc(Cl)c(S(=O)(=O)NCCN2CCOCC2)cc1Cl	-0.8	-0.4	3.2	-0.2	-3	-1.3	-1	2	-0.3	3	0.7
CSc1ccccc1C(=O)Nc1cccc(C)c1	-1.0	-1.6	-1.6	2.4	-4	-1.1	-2	-3	-0.4	3	-3.7
CC(C)CN1CCC(CNC(=O)CCc2nnc(Cc3c[nH]c4ccccc34)o2)CC1	-0.8	0.6	0.8	-0.2	-15	-0.4	-3	-5	0.7	.	2.4
Cc1ccc(-c2csc3ncnc(SCC(=O)c4ccc5c(c4)OCCO5)c23)cc1	-1.5	-1.9	-1.1	0.1	4	-1.2	-3	-3	0.5	3	0.7
Cc1ccc(NS(=O)(=O)c2cccc(C(=O)N3CCCC(C)C3)c2)cc1 (stereo not drawn)	0.0	0.3	0.6	-1.7	5	-1.4	-3	-2	-0.9	0	0.3

In the list so far, two have a COOH group.
SMILES	PG9 Ab binder	hgDAF12 agonist	hcDAF12 agonist	DAX1 inh-1	ADAM10 inh	ssDAF12 agonist	SMARCA2 act	ADAM17 inh	DAX1 inh-2	NPR1 activator	GAA850 FXN act
C=Cn1c(C(=O)O)cc(CC)c1-c1ccccc1	-0.3	1.1	-0.8	-0.2	-18	-1.1	-4	-4	-0.2	-2	1.6
O=C(Nc1ccc(O)c(C(=O)O)c1)Oc1ccccc1	1.1	3.6	1.2	-0.5	-182	-0.7	-1	-77	0.1	4	1.6

No enrichment for hits; overall some 6.8% were active at least once.
